CRFBP-R2 block = blocks CRF-induced signaling of the CRF-BP/CRF-R2 complex; HEK293 CRF-R2/CRF-BP, CRF-induced calcium fluorescence; inhibition, % at 11.8 µM; 0.59% of 350,000 active;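 active = inhibition of the ligand-induced calcium signal above about 50% at the single tested concentration, limit read from the data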
CHRM1 PAM = human CHRM1 positive allosteric modulation | CHO-K1 hM1, Fluo-8 calcium fluorescence, ACh EC20; 0% = ACh EC20, 100% = maximal ACh | AID 588819 | 0.088% of 360,000 active | P11229 | activation, % at 3 µM; in the data active = activation above about 19%, passing the limit was not always enough
Target sequence (P11229 whole entry, looked up): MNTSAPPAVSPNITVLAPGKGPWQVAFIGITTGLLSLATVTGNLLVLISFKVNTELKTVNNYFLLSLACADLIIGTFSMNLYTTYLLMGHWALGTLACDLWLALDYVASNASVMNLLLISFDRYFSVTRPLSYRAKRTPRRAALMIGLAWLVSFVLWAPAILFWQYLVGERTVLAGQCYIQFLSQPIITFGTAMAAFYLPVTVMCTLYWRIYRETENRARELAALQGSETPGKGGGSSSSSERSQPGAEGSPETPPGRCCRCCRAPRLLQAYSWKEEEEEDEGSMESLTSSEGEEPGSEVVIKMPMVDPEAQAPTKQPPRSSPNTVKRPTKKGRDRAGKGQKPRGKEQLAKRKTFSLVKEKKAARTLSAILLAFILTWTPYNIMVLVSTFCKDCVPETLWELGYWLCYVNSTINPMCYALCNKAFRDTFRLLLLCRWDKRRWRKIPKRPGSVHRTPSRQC
CHRM4 agonist = CHRM4 agonism in calcium assay. activation, % at 3 µM. P08173. 0.14% of 360,000 active. AID 624127. CHO-K1 hM4/Gqi5, Fluo-8 calcium fluorescence; vehicle 0%, full acetylcholine response 100%;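 active = activation above the run mean over all test wells plus 3 SD, cut at about 32% in these data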;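 note: peak over basal fluorescence ratio per well then scaled between controls; 0% = DMSO wells and 100% = acetylcholine at EC100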
Target sequence (P08173 whole entry, looked up): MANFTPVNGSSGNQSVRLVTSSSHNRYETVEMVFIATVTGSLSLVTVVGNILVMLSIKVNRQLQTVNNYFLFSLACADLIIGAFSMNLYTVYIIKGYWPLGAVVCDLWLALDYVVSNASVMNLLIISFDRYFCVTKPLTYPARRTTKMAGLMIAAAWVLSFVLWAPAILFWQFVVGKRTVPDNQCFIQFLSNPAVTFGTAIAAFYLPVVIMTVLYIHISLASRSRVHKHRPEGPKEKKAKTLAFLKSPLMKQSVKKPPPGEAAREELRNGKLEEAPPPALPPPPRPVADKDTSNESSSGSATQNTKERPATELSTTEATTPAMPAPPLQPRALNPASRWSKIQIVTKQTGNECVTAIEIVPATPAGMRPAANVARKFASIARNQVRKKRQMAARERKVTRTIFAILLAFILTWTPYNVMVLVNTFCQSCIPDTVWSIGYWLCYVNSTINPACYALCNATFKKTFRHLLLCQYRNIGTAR
M5 ag = CHRM5 agonism in calcium assay; P08912; CHO-K1 hM5 cells, Fluo-8 calcium fluorescence; 0% DMSO wells, 100% maximal acetylcholine response; activation, % at 3 µM; 0.19% of 360,000 active; AID 624037;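 active = activation above the run's mean over test compounds plus 3 SD, cut at about 23% in these data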;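 note: signal is peak over basal fluorescence ratio across the kinetic read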
CHRM4 antagonist = CHRM4 antagonism in calcium assay; P08173; CHO-hM4 cells, ACh EC80, Fluo-8 calcium fluorescence; inhibition, % at 3 µM; 0.73% of 360,000 active;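 active = inhibition above its plate's cutoff, the mean inhibition of sample wells plus 3 SD, cut at about 27% in these data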;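 note: 0% = acetylcholine EC80 with DMSO and 100% = DMSO without agonist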
M4 PAM = positive allosteric modulators of human muscarinic M4 receptor. P08173. CHO-K1 hM4/Gqi5, Fluo-8 calcium fluorescence, ACh EC20; 0% = ACh EC20, 100% = maximal ACh. activation, % at 3 µM. 0.4% of 360,000 active. AID 624126;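 active = activation above its plate's cutoff, the mean activation of sample wells plus 3 SD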; note: some results filed as inactive read as strong as hits
CHRM5 antagonist = blocks acetylcholine activation of human M5 receptor | CHO-hM5 cells, Fluo-8 calcium fluorescence, ACh EC80 | inhibition, % at 3 µM | 0.59% of 360,000 active | AID 624040;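 active = inhibition above a per-plate cutoff, the mean of that plate's test compounds plus 3 SD, cut at about 27% in these data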;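 note: 0% = acetylcholine EC80 with DMSO and 100% = DMSO without agonist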
CHRM5 PAM = potentiates acetylcholine response at human M5 receptor; P08912; CHO-K1 hM5, Fluo-8 calcium, ACh EC20 PAM; 0% = ACh EC20, 100% = ACh EC100; activation, % at 3 µM; 0.3% of 360,000 active;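 active = activation above the run cutoff, the mean activation of all test compounds plus 3 SD, cut at about 18% in these data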
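System: CHO-K1 hM5 cells. Reagent: acetylcholine, EC20 level. Compound dosing: single dose, 3 µM nominal final test concentration. Timing: Post-acetylcholine fluorescence recording 140 s. Detection: Fluo-8 calcium fluorescence. Read-out: % activation, ACh-normalized. Benchmarks: ACh EC20 and EC100 wells. Repeats: singlicate, one well per test compound.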
CRFR2-BP ag = CRF-BP/CRF-R2 complex agonism; activation, % at 13.2 µM; 0.46% of 350,000 active; HEK293 CRF-R2/CRF-BP, calcium dye fluorescence (FLIPR); percent of saturating CRF peptide response; AID 588473;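 active = activation of at least 50%, plus an integration ratio under a set limit after plate pattern correction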;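 note: plate controls were neutral control wells without compound for no effect and CRF at EC100 for full effect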
The depositor's hits bear a star; · = no result given.

entry	mol	CRFBP-R2 block	CHRM1 PAM	CHRM4 agonist	M5 ag	CHRM4 antagonist	M4 PAM	CHRM5 antagonist	CHRM5 PAM	CRFR2-BP ag
1	COc1ccccc1NC(=O)CSc1nn2c(=O)c(C)nnc2s1	13	2	1	-2	-7	5	7	3	-2.8
2	O=C(NCCc1ccc(F)cc1)c1ccc(Cl)c(S(=O)(=O)N2CCOCC2)c1	1	-1	17	8	-4	1	9	-8	0.7
3	O=C(NCc1ccccc1)NC(O)C(Cl)(Cl)Cl (configuration not stated)	2	1	0	-1	7	-5	-2	-4	1.0
4	COc1ccc(CCNc2nc(Cl)nc(NC(C)(C)CO)n2)cc1OC	8	5	7	-2	-12	-4	1	-6	-1.3
5	CCC(=O)N(CCc1ccccc1)Cc1cc2cc(OC)ccc2[nH]c1=O	7	4	0	-2	0	-3	0	0	-1.3
6	COc1ccccc1-c1csc(C(NC(C)=O)c2ccccc2)n1 (configuration not stated)	·	6	0	-1	-9	2	8	-1	·
7	COCC(=O)Nc1ccc(Br)c(C)c1	5	2	1	2	-2	-7	14	-3	-0.1
8	CCO[C@H]1OC(C(=O)N2CCN(Cc3ccc4c(c3)OCO4)CC2)=C[C@@H](C2CCCCC2)[C@@H]1CCCO	20	5	1	-4	-1	-2	18	-2	-1.1
9	N#Cc1ccccc1NC(=O)C1CC(=O)N(c2ccc3c4c(cccc24)CC3)C1 (configuration not stated)	-5	4	2	-8	7	-6	10	-3	1.6
10	Cc1cc(Cl)c2oc(C(=O)N(C)Cc3nccn3C)c(C)c2c1	-7	1	2	-7	2	-3	4	3	0.3
11	COc1cccc(C2CC(C(F)(F)F)n3nc(C(=O)Nc4c(C)n(C)n(-c5ccccc5)c4=O)cc3N2)c1 (configuration not stated)	-4	18	1	4	-12	7	11	0	-0.9
12	Cc1cc(C)c(NS(=O)(=O)c2ccc3c(c2)oc(=O)n3C)c(C)c1	-4	0	3	1	-1	0	5	-8	0.9
13	CN(C(=O)COC(=O)C(Cc1ccccc1)NC(=O)c1ccccc1)c1ccccc1 (configuration not stated)	17	10	4	-4	-14	11	-2	-3	1.0
14	O=Nc1ccc(NO)c2ccccc12	-16	9	1	-10	-3	-4	11	-1	-2.4
15	COc1ccc(NC2=CC(=O)CC(C)(C)C2)cc1	15	9	0	-3	-7	4	6	-3	0.4
16	CC1=NN(c2ccc([N+](=O)[O-])cc2)C(=O)/C1=C\N(C)C	9	7	0	1	2	5	-9	3	-0.7
17	CC(=NCc1ccccc1)C1=C(O)COC1=O	0	12	2	0	3	-3	2	5	-1.3
18	CC1CCCN(CCOCCOc2ccc(Cl)cc2Br)C1 (configuration not stated)	-20	-23	7	-9	-1	-15	10	-13	5.0
19	O=C(COC(=O)CCc1ccccc1)Nc1cc([N+](=O)[O-])ccc1F	-1	3	2	-3	4	-5	-9	6	-2.2
20	CCN1CCN(C(C(=O)NC2CCCC2)c2cc3c(cc2[N+](=O)[O-])OCO3)CC1 (configuration not stated)	-26	14	0	-3	1	-2	10	3	5.5
21	COc1ccc(C(C)(C)C)cc1NC(=O)C1=CC=CN2CCS(=O)(=O)N=C12	4	-2	5	2	-1	1	-2	5	-1.4
22	Nc1nc2ccccc2nc1N	-3	9	0	-1	4	0	-5	1	0.2
23	C=CCN1CC(O)=C(c2nc3ccccc3[nH]2)C1=N	20	4	2	-4	2	3	8	-6	-0.7
24	COc1cc(-c2coc3c(C(=O)Nc4ccc(C(C)C)cc4)cccc23)ccc1O	·	6	-1	2	-2	1	7	-4	·
25	O=C(OCn1ncc(Br)c(Br)c1=O)c1ccccc1Cl	-8	4	0	-1	24	7	4	12	1.1
26	Cc1noc(/C=C/N(C)C)c1S(=O)(=O)NC1CCCCC1	6	4	2	-3	0	-3	0	1	-1.1
27	CCC(C(=O)NCCc1ccc(OC)c(OC)c1)n1nc(C)n2c(cc3occc32)c1=O (configuration not stated)	-17	7	0	-5	9	-2	13	-3	1.3
28	O=C(Cc1cccs1)NNC(=S)NCc1ccco1	12	3	1	-6	0	10	4	3	-1.7
29	OCC[C@@H]1C[C@@H](O)[C@H](O)[C@@]2(CCCCO2)O1	6	10	0	1	-1	8	5	0	-1.3
30	O=c1ccc2ccc(O[C@@H]3O[C@H](CO)[C@@H](O)[C@H](O)[C@H]3O)c(O)c2o1	7	-2	2	-1	-16	11	1	0	-0.9
31	COc1ccccc1OCC(=O)Nc1ccccc1C(=O)N1CCCCC1	-2	12	2	-2	-7	7	-11	4	-2.0
32	Cc1ccc(-n2c(CSc3nc(C)cc(C)n3)nnc2SCC(=O)Nc2nccs2)cc1	-1	-5	3	4	38*	25	-6	9	-0.7
33	O=C(CC(NS(=O)(=O)c1ccc(Cl)cc1)c1ccco1)NCc1ccco1 (configuration not stated)	-1	10	0	2	5	16	-3	-10	0.6
34	O=C(NC1CCN(Cc2ccccc2)CC1)c1ccc(CS(=O)c2ccc(F)cc2)o1 (configuration not stated)	-8	0	2	-8	2	-4	-4	1	6.4
35	CC(=O)OCCNC(=O)Cn1cnc2c1c(=O)n(C)c(=O)n2C	5	8	0	0	11	2	-2	2	11
36	Cc1c(CCC(=O)O)c(=O)n2c([nH]c3ccccc32)c1C#N	5	9	1	-1	6	1	-12	9	-1.3

Continuation.
entry | SMILES | CRFBP-R2 block | CHRM1 PAM | CHRM4 agonist | M5 ag | CHRM4 antagonist | M4 PAM | CHRM5 antagonist | CHRM5 PAM | CRFR2-BP ag
37 | O=C1OCCN1C(=O)[C@H]1[C@H](c2ccc(F)cc2)C(c2cccc(Cl)c2)=NN1c1ccccc1 | -4 | 5 | 1 | -1 | -17 | -3 | -5 | -4 | 5.6
38 | O=C(COc1cccc2ccccc12)N/N=C/C=C/c1ccccc1 | -5 | -5 | 0 | -2 | -3 | 0 | 4 | -6 | -0.5
39 | Cc1ccc2c(cnn2C(=O)CCCC(=O)NC(C)c2ccccc2)c1 (configuration not stated) | 10 | 1 | 2 | -1 | -5 | 3 | -2 | 4 | -2.8
40 | O=C(NCCCc1ccccc1)c1cccc(S(=O)(=O)N2CCOCC2)c1 | 6 | 2 | 1 | 1 | 1 | -6 | 13 | -3 | -0.5
41 | O=C1C2C3CCC(C3)C2C(=O)N1CNc1ccc(F)cc1 (configuration not stated) | 0 | 4 | 0 | -2 | 2 | 8 | -3 | 5 | -0.5
42 | Cc1ccc(N2C(=O)N(CC(=O)N3CCOCC3)C(=O)C2C)cc1 (configuration not stated) | 1 | 2 | 1 | -1 | -5 | -1 | 5 | -3 | -3.2
43 | COc1cccc(CC2(CO)CCCN(Cc3ccccc3-c3ccco3)C2)c1 (configuration not stated) | -12 | -7 | -1 | -4 | 0 | -6 | 4 | 2 | -0.9
44 | NC(=O)CSc1nc2sc(-c3ccccc3)cc2c(=O)n1N | -8 | 8 | 1 | -3 | -9 | 20 | 4 | -2 | 0.5
45 | COc1ccc(CN2CCNC(=O)C2CC(=O)NCCCn2nnc3ccccc32)cc1C (configuration not stated) | 0 | 2 | 0 | -2 | -17 | 1 | -12 | 0 | -1.1
46 | CCN(c1ccccc1)S(=O)(=O)c1ccc(Cl)c(C(=O)OCC(=O)NC(=O)C(C)C)c1 | 42 | -14 | 2 | -4 | 8 | -12 | 6 | -7 | -0.5
47 | CCOc1ccc2nc(NCCCNS(=O)(=O)c3ccc(C)cc3)c(C#N)cc2c1 | -13 | 2 | 1 | 1 | -2 | 4 | 1 | -4 | 10
48 | O=C(O)CCCNS(=O)(=O)c1ccc(Br)s1 | 3 | 5 | 0 | 2 | -9 | -3 | 3 | -4 | -1.1
49 | CN1CCN(S(=O)(=O)c2cc([N+](=O)[O-])ccc2Cl)CC1 | 4 | 3 | 1 | 0 | 6 | 2 | -4 | 2 | -0.5
50 | CC(=O)c1ccc(N2CCN(C(=O)c3n[nH]c4ccccc34)CC2)cc1 | -6 | -2 | 13 | 5 | -1 | -11 | 9 | -12 | 0.5
51 | Cc1c(C(=O)Nc2nnc(C3CC3)s2)oc2c(Cl)cccc12 | -28 | 1 | 1 | -6 | 3 | 1 | -4 | 3 | -3.4
52 | CCOc1c([N+](=O)[O-])cc2c(C)c(C(=O)N3CCN(C)CC3)oc2c1OCC | -12 | 8 | 1 | -3 | -4 | 5 | 2 | 2 | 0.7

7 structures already listed, ordered by formula weight, descending.
entry | SMILES | CRFBP-R2 block | CHRM1 PAM | CHRM4 agonist | M5 ag | CHRM4 antagonist | M4 PAM | CHRM5 antagonist | CHRM5 PAM | CRFR2-BP ag
45 | COc1ccc(CN2CCNC(=O)C2CC(=O)NCCCn2nnc3ccccc32)cc1C (configuration not stated) | 0 | 2 | 0 | -2 | -17 | 1 | -12 | 0 | -1.1
47 | CCOc1ccc2nc(NCCCNS(=O)(=O)c3ccc(C)cc3)c(C#N)cc2c1 | -13 | 2 | 1 | 1 | -2 | 4 | 1 | -4 | 10
40 | O=C(NCCCc1ccccc1)c1cccc(S(=O)(=O)N2CCOCC2)c1 | 6 | 2 | 1 | 1 | 1 | -6 | 13 | -3 | -0.5
50 | CC(=O)c1ccc(N2CCN(C(=O)c3n[nH]c4ccccc34)CC2)cc1 | -6 | -2 | 13 | 5 | -1 | -11 | 9 | -12 | 0.5
44 | NC(=O)CSc1nc2sc(-c3ccccc3)cc2c(=O)n1N | -8 | 8 | 1 | -3 | -9 | 20 | 4 | -2 | 0.5
38 | O=C(COc1cccc2ccccc12)N/N=C/C=C/c1ccccc1 | -5 | -5 | 0 | -2 | -3 | 0 | 4 | -6 | -0.5
49 | CN1CCN(S(=O)(=O)c2cc([N+](=O)[O-])ccc2Cl)CC1 | 4 | 3 | 1 | 0 | 6 | 2 | -4 | 2 | -0.5

High-throughput results as filed in PubChem.
